# GRIN3A LBD mod: modulators (binders) of human NR3A ligand-binding domain. NR3A LBD differential scanning fluorimetry, Tm shift; 0% = protein alone, 100% = glycine-bound protein. Tm shift relative to glycine control, % at 25 µM. actives 2.5% (n = 340,000). AID 1259313;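 active means melting temperature shift of at least 10% of the positive control shift, at one fixed dose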
# MPTP block: inhibitors of mitochondrial permeability transition pore; inhibition, % at 10 µM; isolated mouse mitochondria, Ca2+ swelling absorbance, 30 min; actives 1.4% (n = 360,000);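 active means inhibition of 50% or more, scaled per plate between neutral and stimulator controls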;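 further: 0% = DMSO wells given calcium and 100% = 1 mM EGTA wells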
# tim10-1 inh: tim10-1 yeast growth inhibition. S. cerevisiae tim10-1 ts strain growth, BacTiter-Glo, 24 h. actives 2.2% (n = 330,000). AID 463190. inhibition, % at 20 µM;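 active means inhibition of at least 40%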;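 further: mutant grown at 25 °C; 0% = DMSO wells with yeast and 100% = wells holding no yeast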
# APJ ag: activates the human apelin receptor APJ; P35414; CHO-K1 APJ PathHunter beta-arrestin, luminescence; 0% DMSO wells, 100% apelin; activation, % at 20 µM; actives 0.11% (n = 330,000);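 active means activation more than six SD over the plate average, tested at 20 µM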;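 further: 0% = DMSO alone and 100% = apelin-13 at 10 nM; some results filed as inactive read as strong as hits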
# Target sequence (P35414 whole entry, looked up): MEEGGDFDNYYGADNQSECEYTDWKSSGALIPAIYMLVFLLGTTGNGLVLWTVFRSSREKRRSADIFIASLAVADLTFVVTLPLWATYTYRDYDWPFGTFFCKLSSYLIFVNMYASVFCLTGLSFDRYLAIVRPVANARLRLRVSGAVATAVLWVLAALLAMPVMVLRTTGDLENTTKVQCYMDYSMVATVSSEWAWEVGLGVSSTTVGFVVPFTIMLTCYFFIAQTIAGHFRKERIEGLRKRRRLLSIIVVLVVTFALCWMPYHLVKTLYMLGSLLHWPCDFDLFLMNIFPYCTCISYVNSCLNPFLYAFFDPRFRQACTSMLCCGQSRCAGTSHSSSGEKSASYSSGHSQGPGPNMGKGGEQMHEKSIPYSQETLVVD
#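 Assay system – PathHunter CHO-K1 APJ (AGTRL-1) beta-arrestin reporter cells · Compound – one dose, 20 µM compound, 1% DMSO · Timing – compound 90 min 25 °C, reagent 1 h · Measured by – luminescence from split beta-galactosidase complementation, Galacton Star/Emerald II substrate · Measure – beta-arrestin recruitment to APJ as agonist activity, luminescent signal · Benchmarks – DMSO vs Apelin-13 10 nM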
# MIN6 prolif: MIN6 beta-cell proliferation induction. MIN6 cells proliferation, ATPlite luminescence, 48 h; cells starved in 0.2% serum; 100% = growth in 10% serum. proliferation, % at 10 µM. actives 0.29% (n = 330,000). AID 2380;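 active means compounds whose signal lies at least 3.5 SD above the mean of all wells on their plate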;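 further: 0% = DMSO-treated cells in low-serum medium and 100% = 10% serum control; some compounds called inactive have numbers as strong as hits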
# TIM10 inh: inhibits growth of TIM10 yeast strain | S. cerevisiae TIM10 strain growth, BacTiter-Glo luminescence, 24 h | inhibition, % at 10 µM | actives 1.4% (n = 330,000);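 active means inhibition of 40% or more at the single tested concentration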;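 further: wild-type TIM10 isogenic control strain grown at permissive 25 °C; 0% = DMSO yeast wells and 100% = minimal medium wells without yeast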
# tim23-1 inh: tim23-1 yeast growth inhibition | AID 463212 | inhibition, % at 20 µM | S. cerevisiae tim23-1 growth, BacTiter-Glo luminescence, 24 h | actives 1.3% (n = 330,000);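 active means growth inhibition of the mutant yeast at or above 50%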;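 further: temperature-sensitive mutant grown at 25 °C; plate controls were DMSO-treated mutant yeast for no effect and medium wells lacking yeast for full effect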
# APJ antag: blocks the human apelin receptor APJ. actives 0.32% (n = 330,000). AID 2521. P35414. inhibition, % at 20 µM. CHO-K1 APJ beta-arrestin complementation, luminescence;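 active means inhibition above about 40% at 20 µM, limit read from the data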;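 further: cells challenged with 10 nM apelin-13 agonist together with compound; plate controls were apelin-13 plus DMSO wells for no effect and DMSO wells lacking apelin-13 for full effect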
# NLRP3 yeast inh: blocks the NALP3 inflammasome reconstituted in yeast; actives 0.39% (n = 330,000); inhibition, % at 10 µM; Yeast reconstituted NLRP3/ASC/caspase-1, beta-gal luminescence, 24 h;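 active means inhibition of 50% or more; inactive means inhibition below 50%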;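 further: plate controls were induced DMSO wells for no effect and uninduced yeast grown without galactose for full effect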
# An asterisk follows results filed as active; . = not tested or not shown.
1: CCC(Sc1nncn1C)C(=O)Nc1ccccc1OC (centres undefined)
2: CCc1n[nH]c(=S)n1/N=C/c1cccc2ccccc12
3: O=C(CCCn1nnc2ccccc2c1=O)N[C@@H](Cc1ccccc1)C(=O)O
4: NC(=S)Nc1ccccc1Br
5: COc1ccc(CNC(=O)CCN2C(=O)c3ccccc3C2=O)cc1OC
6: Cc1ccc(C(=O)OCC(=O)Nc2ccc3[nH]c(=O)[nH]c3c2)cc1[N+](=O)[O-]
7: O=C(NCc1ccco1)c1ccc(Cn2c(=O)c3sccc3n(Cc3ccc(F)cc3)c2=O)cc1
8: O=C(O)CCSc1ccccn1
Screen / compound no.,1,2,3,4,5,6,7,8
GRIN3A LBD mod,0,2,0,-1,-1,-1,-3,1
MPTP block,-1.7,0.7,1.0,0.2,0.2,0.9,-0.9,-1.0
tim10-1 inh,8,10,-17,8,4,-8,16,2
APJ ag,3,-3,-3,-4,-6,-3,-3,-4
MIN6 prolif,-1,4,-1,-1,-2,-1,-6,-2
TIM10 inh,1,15,-12,-10,13,-22,3,8
tim23-1 inh,4,10,7,23,3,-6,4,7
APJ antag,-5,-15,9,-30,17,-12,11,-3
NLRP3 yeast inh,-4,41,-1,8,-1,-9,10,5

9: O=C(O)CCC(=O)c1ccc2c(c1)OCCCO2
10: O=C(Nc1ccc(F)cc1F)c1ccc(S(=O)(=O)NCc2ccco2)cc1
11: O=C(COc1ncnc2ccccc12)Nc1ccc(Cl)c(S(=O)(=O)N2CCOCC2)c1
12: COc1cccc(-c2nnc(NC(=O)Cc3cccs3)s2)c1
13: CC(C)CCn1c(SCC(=O)OCn2nnc3ccccc3c2=O)nc2ccccc2c1=O
14: CCCCCC(=O)N/N=C(\C)c1ccc(N2CCCCC2)cc1
15: CC(C)OP(=O)(OC(C)C)C(Nc1ccc([N+](=O)[O-])cc1)c1cccc([N+](=O)[O-])c1 (centres undefined)
16: O=C(c1ccco1)N1CCN(C(=O)c2cc(-c3ccccn3)nc3ccc(Cl)cc23)CC1
Screen / compound no.,9,10,11,12,13,14,15,16
GRIN3A LBD mod,-1,2,2,3,1,-1,0,-3
MPTP block,0.8,-0.6,0.3,-0.9,0.5,12,3.1,0.0
tim10-1 inh,13,-11,-11,-2,25,20,14,40
APJ ag,1,-1,-3,-3,2,-2,1,0
MIN6 prolif,-1,-3,-3,-2,-3,1,-2,-4
TIM10 inh,-16,-3,4,10,20,2,28,8
tim23-1 inh,-1,5,-12,12,12,11,23,29
APJ antag,-2,4,-1,-4,12,11,19,-15
NLRP3 yeast inh,-8,20,10,6,14,5,12,1

17: Cc1ccc(-n2nnc3c(=O)oc4ccccc4c32)cc1
18: COc1cc(C(=O)Nc2nc3ccc(S(=O)(=O)N4CCOCC4)cc3s2)cc(OC)c1OC
19: CC1=NN(c2nc(-c3ccccc3)cs2)C(=O)C1N=Nc1ccccc1 (centres undefined)
20: CCOc1ccc(N2C(=O)Nc3ccc(Br)cc3C2(O)C(=O)NC(C)C)cc1 (centres undefined)
21: Cc1nnc(-c2ccccc2)nc1N(C)C
22: COc1ccccc1NC(=S)N=Nc1c(O)[nH]c2ccc(Br)cc12
23: CCn1ncc(CNC(=O)C2(C)CC2(Br)Br)c1C (centres undefined)
24: CC(C)(O)C(=O)NNC(=S)Nc1cccc(C(F)(F)F)c1
Screen / compound no.,17,18,19,20,21,22,23,24
GRIN3A LBD mod,-2,4,-1,12*,0,8,-3,-2
MPTP block,-5.4,-0.9,-2.0,0.4,2.5,8.0,5.5,-2.5
tim10-1 inh,12,14,-49,-14,-9,12,15,-3
APJ ag,32*,-5,-3,-5,-4,-4,1,-4
MIN6 prolif,-6,1,1,7,-2,-6,0,3
TIM10 inh,77*,10,-18,8,-3,12,6,2
tim23-1 inh,47,7,-18,14,-4,9,-2,0
APJ antag,-28,16,12,-10,0,9,5,20
NLRP3 yeast inh,3,7,10,-8,18,25,0,8

25: Cc1cc(NC(=O)CSc2nnc(-c3ccccc3)n2Cc2ccco2)no1
26: N#CCCN(C(=O)COC(=O)C1CCN(S(=O)(=O)c2cccs2)CC1)c1ccccc1
27: CCOC(=O)N1CCN(C(=O)CNC(=O)Cn2cnc3ccccc3c2=O)CC1
28: O=C(O)CN=C1NC2(CCCCC2)Cc2ccccc21
29: Cc1cc(C(=O)NCC(=O)OCC(=O)NCCc2ccccc2)ccc1[N+](=O)[O-]
30: COCCSc1nnc(NC(=O)CSCc2ccccc2)s1
31: CCc1ccccc1NS(=O)(=O)c1cc(C)ccc1OC
32: C#CCSc1nnc(-c2ccc(C)cc2)o1
Screen / compound no.,25,26,27,28,29,30,31,32
GRIN3A LBD mod,-1,-4,-3,2,0,-5,-1,1
MPTP block,-1.1,-0.9,0.0,-0.7,-1.3,0.1,-0.2,-0.8
tim10-1 inh,11,-10,6,1,9,32,17,7
APJ ag,-2,-2,-2,-5,-4,-3,0,0
MIN6 prolif,-2,2,-2,-2,5,-2,2,-1
TIM10 inh,17,10,-13,-3,12,32,5,-4
tim23-1 inh,8,5,0,15,6,30,17,1
APJ antag,15,-1,-10,24,14,24,20,2
NLRP3 yeast inh,10,18,14,7,-7,2,-8,28

33: COc1cc(C(=O)c2ccccc2)c([N+](=O)[O-])cc1OC
34: CCOc1cccc2cc(C(=O)Nc3nccs3)c(=O)oc12
35: COc1ccc(S(=O)(=O)N/N=C(/C)c2ccncc2)cc1
36: COc1ccc(OC)c(-c2nc3c(C)n[nH]c(=O)c3[nH]2)c1
37: COc1ccc(NC(=O)CCNS(=O)(=O)c2ccc(Br)s2)cc1
38: Cc1ccc(C)n1NC(=O)c1ccccc1[N+](=O)[O-]
39: Cn1c(N)c(C(=O)COC(=O)C2CCCCC2)c(=O)n(C)c1=O
40: CCOc1cccc(-c2nnc3sc(C4CCCCC4)nn23)c1
Screen / compound no.,33,34,35,36,37,38,39,40
GRIN3A LBD mod,1,0,1,-1,1,0,0,0
MPTP block,1.7,-0.6,-1.2,-0.7,0.4,-0.9,-0.4,10
tim10-1 inh,-2,16,-12,15,7,-1,7,41*
APJ ag,-5,-3,0,0,-5,-1,-2,-3
MIN6 prolif,-3,3,-1,1,1,2,0,0
TIM10 inh,8,14,1,19,-18,0,4,31
tim23-1 inh,6,7,5,10,4,16,18,40
APJ antag,14,4,0,5,6,-10,-13,10
NLRP3 yeast inh,2,12,15,-2,5,-6,-2,-20

41: Cc1cccc(C)c1NC(=O)CN(C)C(=O)c1ccc(-n2cncn2)c([N+](=O)[O-])c1
42: Cc1c(C2C(C#N)=C(N)N(c3ccccc3C#N)C3=C2C(=O)CCC3)cnn1C (centres undefined)
43: COC(=O)c1c(NC(=O)CC2SCC(C(=O)OC)NC2=O)sc2c1CCCC2 (centres undefined)
44: Cc1ccc(-c2ccc(=O)n(CC(=O)NCC3COCCO3)n2)cc1 (centres undefined)
45: CC(C)c1ccc(S(=O)(=O)N2CCN(C(=O)CN3C(=O)NC4(CCCC4)C3=O)CC2)cc1
46: COc1ccc(-c2cc(C(=O)OCc3ccccn3)c3ccccc3n2)cc1
47: CN(C)S(=O)(=O)c1cccc(NC(=O)COC(=O)c2cccnc2Cl)c1
48: O=C1C=CC(=O)N1
Screen / compound no.,41,42,43,44,45,46,47,48
GRIN3A LBD mod,3,-4,-2,-2,1,-2,2,-1
MPTP block,0.5,-1.1,2.7,-1.6,0.5,0.2,-1.6,-0.9
tim10-1 inh,-17,12,18,14,12,42*,-1,6
APJ ag,0,2,0,1,-3,-1,-2,6
MIN6 prolif,1,-1,0,-1,3,-7,-3,-8
TIM10 inh,5,0,7,-17,9,22,-11,2
tim23-1 inh,7,-2,30,12,18,31,3,10
APJ antag,-22,-2,-31,11,5,9,-4,-9
NLRP3 yeast inh,20,0,-6,11,12,7,3,13

49: Cc1ccc2c(c1)c1c(n2CCc2ccc(C)nc2)CCN(C)C1
50: COc1ccc(Cn2c(C)c(C)c(C#N)c2NC(=O)Nc2ccc(F)cc2)cc1
51: CCCCCC(=O)Nc1cccc(C2=NOC3(C2)C[C@@H](C(N)=O)N(C(=O)c2ccc(OC)cc2)C3)c1 (some centres undefined)
52: CCOC(=O)C1=CN(Cc2cccc(Br)c2)S(=O)(=O)N(C)C1C (centres undefined)
53: O=C(CCN1CCCCO1)N1CCCC(Nc2ccc(F)c(F)c2)C1 (centres undefined)
54: Cc1ccc(CNS(=O)(=O)NCc2cccs2)cc1
55: Cc1ccc(C)n1-c1ccc(C(=O)N2CCOCC2)cc1
56: CCCCN(C(=O)c1cccc(S(=O)(=O)N2CCN(Cc3ccccc3)CC2)c1)c1ccccc1
Screen / compound no.,49,50,51,52,53,54,55,56
GRIN3A LBD mod,-2,-8,-1,6,2,0,-2,2
MPTP block,0.3,2.0,-0.6,-0.2,1.2,0.9,-0.8,0.4
tim10-1 inh,23,21,-5,24,13,1,13,34
APJ ag,-5,-1,-2,.,-2,-4,-2,5
MIN6 prolif,-3,0,0,.,0,-1,0,-7
TIM10 inh,1,-21,-1,-7,6,-33,-4,22
tim23-1 inh,10,-19,-7,45,21,-8,1,35
APJ antag,4,5,7,.,-30,2,-3,12
NLRP3 yeast inh,8,12,8,.,15,11,-8,11

57: O=C(Nc1cc(C(F)(F)F)ccc1Cl)c1cccnc1
58: COc1ccnc2c1c(=O)n(Cc1ccc(F)cc1)c(=O)n2C
59: Cc1ccc(NC(=O)COc2ccc(CCO)cc2-n2nc3ccccc3n2)cc1C
60: CN(C)c1ccc(CNn2cnnc2SCc2ccccc2F)cc1
61: Cc1c(C(=O)Nc2ccc(OC(F)(F)F)cc2)sc2nc3n(c(=O)c12)CCC3
62: NC(=S)Nc1ccc(Cl)cc1Cl
63: O=C(Nc1nc2ccc(F)cc2s1)Oc1ccccc1
Screen / compound no.,57,58,59,60,61,62,63
GRIN3A LBD mod,2,0,-4,-3,-9,0,-5
MPTP block,3.0,0.5,5.0,-1.5,24,0.6,-1.0
tim10-1 inh,10,-2,21,39,32,13,-23
APJ ag,1,-4,-3,0,-2,1,-2
MIN6 prolif,-1,3,-6,-4,-2,2,-1
TIM10 inh,4,-2,-2,-2,10,20,-16
tim23-1 inh,13,2,32,14,10,14,-10
APJ antag,-7,-26,-2,4,-1,10,2
NLRP3 yeast inh,7,3,16,16,9,11,25

# Pulled by compound from the entries so far, 6 records:
21: Cc1nnc(-c2ccccc2)nc1N(C)C
62: NC(=S)Nc1ccc(Cl)cc1Cl
46: COc1ccc(-c2cc(C(=O)OCc3ccccn3)c3ccccc3n2)cc1
15: CC(C)OP(=O)(OC(C)C)C(Nc1ccc([N+](=O)[O-])cc1)c1cccc([N+](=O)[O-])c1 (centres undefined)
29: Cc1cc(C(=O)NCC(=O)OCC(=O)NCCc2ccccc2)ccc1[N+](=O)[O-]
58: COc1ccnc2c1c(=O)n(Cc1ccc(F)cc1)c(=O)n2C
Screen / compound no.,21,62,46,15,29,58
GRIN3A LBD mod,0,0,-2,0,0,0
MPTP block,2.5,0.6,0.2,3.1,-1.3,0.5
tim10-1 inh,-9,13,42*,14,9,-2
APJ ag,-4,1,-1,1,-4,-4
MIN6 prolif,-2,2,-7,-2,5,3
TIM10 inh,-3,20,22,28,12,-2
tim23-1 inh,-4,14,31,23,6,2
APJ antag,0,10,9,19,14,-26
NLRP3 yeast inh,18,11,7,12,-7,3
